High-throughput results deposited in PubChem BioAssay by NCI.
All columns: NCI-60 one-dose screen, growth in % after 48 h at 10 µM unless noted; 100 = growth as untreated, 0 = no growth, -100 = all killed.
HL-60(TB) – HL-60(TB) leukemia cells; 78,000 compounds, 9% hits; active means growth percent below 10
* hit, by the source's call; & = joins results of further samples; [ ] = dose if it differs, or a comment. An excerpt; count on the stated rates, not on these rows.

SMILES	HL-60(TB)
O=C(Cc1csc2nc(-c3ccc(Cl)cc3)cn12)N/N=C/c1ccccc1O	-3.5*
NCCCS	112.2
Fc1ccc(-n2cc(COc3ncnc4c3cnn4-c3ccccc3)nn2)cc1Cl	94.4
Cc1cc(O)c(/C=N/C(N)=S)c(=O)o1	108.4
Cc1cc(O)c(C(C)C)cc1S(=O)(=O)O	106.8&138.2&88.3
COc1ccc(/C(C)=N/N=C2C(=O)N(Cc3ccccc3)c3ccc(Cl)cc32)cc1S(N)(=O)=O	72.8
O=C1Nc2ccccc2/C1=C/c1ccc[nH]1	102.6
CCN1CCN(C(=S)SC(SC(=S)N2CCN(CC)CC2)C(=O)c2nnn(-c3ccc(Cl)cc3)c2C)CC1	94.2
O=Cc1ccc([N+](=O)[O-])o1	99.2&101.8
CCn1c2ccc(Br)cc2c2c3c(c4c5ccccc5ccc4c21)C(=O)N(C(=O)OC(C)(C)C)C3=O	89.3
O=C(Nc1ccccn1)C(O)c1ccccc1 (stereo not drawn)	128.9
Nc1nc2ncc(CNc3ccc(C(=O)N[C@@H](CCC(=O)O)C(=O)O)cc3)nc2c(=O)[nH]1	108.4
O=C1O/C(=C\c2ccccc2)c2c(Br)c(Br)c(Br)c(Br)c21	108.5
CCOC(=O)c1sc(NCC(=O)Nc2ccc(Br)cc2)c(C(=O)OCC)c1C	102.2
Cc1cc(O)c(C(C)C)cc1NC(=O)Nc1ccc([N+](=O)[O-])cc1	165.8
Cc1ccc(S(=O)(=O)C/C(=N\NC(=O)c2ccc(S(N)(=O)=O)cc2)c2cc3ccccc3o2)cc1	103.9
[O-][n+]1onc(-c2ccccc2)c1N=C/C=C/c1ccccc1	98.3
COc1ccc2c(c1)[n+]([O-])c(C#N)c(NC(=O)c1ccco1)[n+]2[O-]	107.9
O=C(O)CCCC1CCCCC1	106.6
CN1C(Cl)=NS(=O)(=O)c2ccccc21	65.2

Grouped by structure: the entries above with a Cl atom.
SMILES	HL-60(TB)
O=C(Cc1csc2nc(-c3ccc(Cl)cc3)cn12)N/N=C/c1ccccc1O	-3.5*
Fc1ccc(-n2cc(COc3ncnc4c3cnn4-c3ccccc3)nn2)cc1Cl	94.4
COc1ccc(/C(C)=N/N=C2C(=O)N(Cc3ccccc3)c3ccc(Cl)cc32)cc1S(N)(=O)=O	72.8
CCN1CCN(C(=S)SC(SC(=S)N2CCN(CC)CC2)C(=O)c2nnn(-c3ccc(Cl)cc3)c2C)CC1	94.2
CN1C(Cl)=NS(=O)(=O)c2ccccc21	65.2

New compounds follow:
SMILES	HL-60(TB)
CN1CCN(c2nc(-c3csc(-c4ccncc4)n3)cc3ccccc23)CC1	32.2
CN(C)CCCN(Cc1ccccc1O)C(=S)Nc1ccccc1	104.7
NS(=O)(=O)c1ccc(-n2ncc3c(=O)[nH]c(CN4CCN(c5cc6c(cc5F)c(=O)c(C(=O)O)cn6C5CC5)CC4)nc32)cc1	98.0
CCCCOc1ccc(CCC(=O)O)cc1OCCCC	100.6
N#Cc1ccc(-c2ccc(-c3cccs3)s2)nc1	100.4
CC(=O)O[C@@H]1C2CCC3C(CC[C@@]4(C)C3CC[C@@H]4C(C)N(C)C)[C@@]2(C)CC[C@@H]1NC(=O)C=C(C)C (stereo partly drawn)	-58.8*
Nc1ccc(-c2cc(-c3ccccn3)n(C=O)n2)cc1	101.8
COc1ccc(C(=O)c2ccc(C)cc2)c(OC)c1OC	93.4
COC(=O)N[C@@H](C)CNc1nccc(-c2sc(C(C)(C)C)nc2-c2cccc(NS(=O)(=O)c3c(F)cccc3F)c2F)n1	17.7
O=C(O)CCCCC1CCCCC1	78.5
CNC(=O)c1ccccc1O	111.3
CC(=O)N=C1N(/C=C2\C(=O)Oc3ccccc3C2=O)C(=O)/C(=C/c2cccc([N+](=O)[O-])c2)N1C	101.0
CCCCCC1CCCCN1C(=O)OCC (stereo not drawn)	77.5
Cc1c(/C=C2\Oc3ccc4ccccc4c3C2=O)c(=O)n(-c2ccccc2)n1C	110.6
CCOC(=O)c1c(NC(=O)c2ccccc2)sc2c(O)c(CN(CC)CC)ccc12	0.4*
Cc1ccccc1NC(=O)c1sc2nc3c(cc2c1N)CN(CCc1ccccc1)CC3	96.8
Cc1ccccc1-n1c(C)nc2ccc(N3CCCNC3=O)cc2c1=O	98.0
COc1cc(C2=N/C(=C\c3cc4cc(Oc5ccccc5)ccc4nc3OC)C(=O)N2)cc(OC)c1OC	100.4
COc1cc(/C=N/Nc2ccc(C)cc2)cc(OC)c1OC	102.6
O=C(Cn1cc(CN2C(=O)c3ccccc3S2(=O)=O)nn1)Nc1cccc(Cl)c1	103.5

3 compounds picked at random from the list so far, as already listed:
SMILES	HL-60(TB)
Cc1ccccc1NC(=O)c1sc2nc3c(cc2c1N)CN(CCc1ccccc1)CC3	96.8
CNC(=O)c1ccccc1O	111.3
Cc1ccccc1-n1c(C)nc2ccc(N3CCCNC3=O)cc2c1=O	98.0

Later entries:
SMILES	HL-60(TB)
FC(F)(F)c1ccc(CNc2ccc(Cc3c[nH]c4ncc(Cl)cc34)cn2)cn1	4.5*
O=C(O)CC/C(=N\Nc1ccc([N+](=O)[O-])cc1[N+](=O)[O-])C(=O)O	99.4
CCN(CC)CCCC(C)Nc1c2ccc(Cl)cc2nc2cc(OC)c(OC)cc12 (stereo not drawn)	6.7*
O=C1OC2(OC(=O)c3ccccc32)Oc2ccc(F)cc21 (stereo not drawn)	90.3
Cc1ccc(C(=O)NCCNc2nccc(-n3ccc4cccnc43)n2)cc1	98.1
COc1cc([N+](=O)[O-])ccc1NC1CCC(=O)N1 (stereo not drawn)	99.0
CC1=C(c2cc(-c3ccc(N(C)C)cc3)c(C#N)c(=O)[nH]2)C(c2ccccc2)NC(=S)N1 (stereo not drawn)	93.8
Oc1ccc(C(c2ccc(O)cc2)c2ccc(Cl)cn2)cc1	100.8
CCOC(=O)c1cccc(NC2=C(Br)C(=O)C(C)=C(C)C2=O)c1	85.0
CC(C)(C)Nc1nc2c(OCCc3ccccc3)cccn2c1-c1cccc(Oc2ccccc2)c1	0.8*
COc1ccc(C(c2cc(OC)c(OC)c(OC)c2)N2CCN(Cc3ccccc3)CC2)cc1 (stereo not drawn)	23.0
CCOC(=O)C(Cc1ccccc1)n1c(O)c(C=Nc2ccc(F)cc2)sc1=S (stereo not drawn)	95.7
COc1ccc(CCNc2nc3c(c(=O)n(Cc4ccccc4)c(=O)n3C)n2C)cc1OC	99.2
Cn1ccc2cc(-c3ccc(C4CC4)o3)ccc21	99.4
O=C(NCCNc1nccc(-c2c(-c3ccc(F)cc3)nc3sccn23)n1)Nc1cccc(C(F)(F)F)c1	60.0
COc1nc2c(c(=O)[nH]1)C(c1cc3ccccc3[nH]c1=O)C1=C(CC(C)(C)CC1=O)N2 (stereo not drawn)	92.8
O=C(CN1C(=O)C(=O)O/C1=C/c1ccccc1)OCc1ccccc1	95.8
O=[N+]([O-])c1csc2ccccc12	91.0
O=C(C1CCCCC1)[C@H]1[C@]2(C(=O)NC3CCCCC32)[C@@H]2CCCN2[C@@]12C(=O)NC1CCCCC12 (stereo partly drawn)	90.6[20 µM]
C=C(C)[C@@H]1CC[C@]2(C(=O)NCCCN(CCC#N)CCC#N)CC[C@]3(C)[C@H](CC[C@@H]4[C@@]5(C)CCC(=O)C(C)(C)[C@@H]5CC[C@]43C)[C@@H]12	96.3&100.4
C=C(C)[C@@H]1CC[C@]2(CN)CC[C@]3(C)[C@H](CC[C@@H]4[C@@]5(C)CCCNC(C)(C)[C@@H]5CC[C@]43C)[C@@H]12	-52.8*
CCn1cc(C(=O)O)c(=O)c2cc(F)c(N3CCN(CC(=O)Nc4ccc(OC)cc4)C(C)C3)c(F)c21 (stereo not drawn)	103.2
O=C(C[C@]1(O)C(=O)Nc2ccccc21)c1cccc(C(F)(F)F)c1	101.8
N#Cc1c(NC(=O)c2cccc(Br)c2)sc2c1CCCC2	62.4
Cc1cc(=O)oc2cc(OCCn3cc(COC(=O)/C=C/c4cn(-c5ccccc5)nc4-c4ccc(Cl)cc4)nn3)ccc12	104.4
C=CCOC1=CC(=O)c2ccccc2C1=O	41.6
COc1ccc2[nH]c(=O)cc(-n3nc(C)c(C#N)c3N)c2c1	99.7
CCCCC(CC#N)(CCC)CCC	104.4
C(CCSC1=NCCN1)CCSC1=NCCN1	73.9
COc1cc2c(cc1OC)C(Sc1ccc(SC)cc1)c1c(nc(N)c(C#N)c1N)O2 (stereo not drawn)	-52.9*
CCCn1c(=O)c(CCc2ccccc2)nc2c1c(=O)[nH]c(=O)n2Cc1ccccc1	101.1
CC(C)C(C(=O)N(C)CC(O)c1ccc(O)cc1)N1C(=O)/C(=C/c2ccc(Br)cc2)SC1=S (stereo not drawn)	92.6
Cc1nnc2c3ccccc3c(=O)c3ccccc3n12	63.9
CCC(/C(=N\Nc1c(Cl)cc(Cl)cc1Cl)c1ccccc1)n1ccnc1C (stereo not drawn)	93.7
O=C(Nc1ccncc1)c1noc2ccccc12	90.1
CCCCNc1ccc2c3c(cccc13)C(=O)N(c1cccc(-c3nn(-c4ccccc4)cc3-c3nc4ccccc4s3)c1)C2=O	106.4
N#Cc1c(Oc2ccccc2)nc2n(c1=O)-c1ccccc1Sc1ccccc1-2	108.3
Cc1nc(Nc2ccc(S(=O)(=O)Nc3cc(C)on3)cc2)c2ccccc2n1	101.4
COC(=O)C(N)CC(C)C (stereo not drawn)	94.6
CC(C)Cc1ccc(C(C)C(=O)OCc2ccc(Cn3c(=O)sn(-c4ccc(Cl)cc4)c3=O)cc2)cc1 (stereo not drawn)	94.7

Of the compounds above, these contain a CF3 group.
SMILES	HL-60(TB)
FC(F)(F)c1ccc(CNc2ccc(Cc3c[nH]c4ncc(Cl)cc34)cn2)cn1	4.5*
O=C(NCCNc1nccc(-c2c(-c3ccc(F)cc3)nc3sccn23)n1)Nc1cccc(C(F)(F)F)c1	60.0
O=C(C[C@]1(O)C(=O)Nc2ccccc21)c1cccc(C(F)(F)F)c1	101.8

More records:
SMILES	HL-60(TB)
Cn1c2c(cc(S(=O)(=O)c3ccccc3)c1=O)CCc1c-2cnn1-c1ccccc1Cl	95.3
CCOC(=O)C1CC(=O)c2ccccc2C1c1ccccc1 (stereo not drawn)	114.2
CC(=O)C1CCC2C3CC(F)C4=CC(=O)CCC4(C)C3C(O)CC12C (stereo not drawn)	94.2
O=C(O)CCCc1cccc2ccccc12	124.0
c1ccc2c([C@H]3CCCCCCCC[C@@H](c4c[nH]c5ccccc45)c4c3[nH]c3ccccc43)c[nH]c2c1	87.4
CCOC(=O)C(N)Cc1c[nH]c2ccccc12 (stereo not drawn)	104.9
O=C(O)/C=C\c1cc2c(cc1[N+](=O)[O-])OCO2	103.7
CC(/C=C/C=C(\C)[C@H](O)[C@H](C)C(=O)O[C@H]1C[C@H](C)C=C2C=C[C@@]3(C)O[C@@H](O)CC(=O)[C@]3(C)[C@H]21)=C\C=C\C(=O)O	34.0
O=C(CCl)OCCCCCOC(=O)CCl	100.5
CCN(CC)CCC(O)(Cc1ccccc1)C(C(=O)O)c1ccccc1 (stereo not drawn)	93.3
S=C(NCCc1ccccc1)Nc1ncccn1	123.0
O=C(Nc1ccncc1)C(=O)c1cn(S(=O)(=O)c2cccc(F)c2)c2ccccc12	-9.9*
O=C1c2ccccc2C(=O)c2c1oc1c2c(=O)[nH]c2ccccc21	2.3*
CC(=O)Nc1nc(C)c(-c2n[nH]c(=S)n2C)s1	81.0
Cl.Fc1c[c-]c(-c2ccccn2)c(F)c1.[Pt].c1ccc([PH+](C[PH+](c2ccccc2)c2ccccc2)c2ccccc2)cc1	-33.7*
Cc1cc(=O)n2n1-c1ccc(Br)cc1N=C(OCCCCl)C2	65.4
CCOC(=O)Nc1ccc(N=Nc2ccccc2)cc1	73.9
COc1ncc(-c2ccc3nc(N)n(-c4ccccc4C(F)(F)F)c(=O)c3c2)cc1S(=O)(=O)Nc1ccc(F)cc1F	19.9
CCc1ccccc1-n1c(N)c(C#N)c(-c2ccccc2Cl)c(C#N)c1=O	119.9
CC/C(=C(/c1ccc(Cl)cc1)c1ccc(OCCN2CCCCC2)cc1)c1ccccc1	65.9
S=C(Cl)Oc1ccccc1	99.6
COc1cc(-c2c3c(c(Br)n2Cc2ccccc2)-c2nc(N)sc2CC3)cc(OC)c1OC	68.4
CCn1cc(C2=C(c3c[nH]c4ccccc34)C(=O)N(O)C2=O)c2cc(Br)ccc21	85.6
O=C/C=C/C1CC=CCC1 (stereo not drawn)	87.0
CCSc1nnc(-c2ccc3ccccc3c2O)n1-c1ccc(Cl)cc1	26.3
Cc1cc(C)cc(NC(=O)CSc2nnc(-c3ccc(NC(=O)c4cccnc4)cc3)n2N)c1	100.2
COc1ccc(CNNC(=O)C2CCCCC2)c(OC)c1OC	98.4
C=C(C)[C@@H]1CC[C@]2(C(=O)N3CCN(C)CC3)CC[C@]3(C)[C@H](CC[C@@H]4[C@@]5(C)C/C(=C/O)C(=O)C(C)(C)[C@@H]5CC[C@]43C)[C@@H]12	105.6
COC(=O)C1=Nc2ccc(F)cc2/C1=C\c1sc(Nc2ccc(O)cc2)nc1O	54.8
CCCN(C(C)=O)c1ccccc1	90.5
COc1ccc(C/C(C)=C(\c2ccccc2)c2ccc(OCCN)cc2)cc1	101.3
CNC(=O)c1cc(-n2ccc3cc(NC(=O)c4cc(C(F)(F)F)cc(C(F)(F)F)c4)ccc32)ccn1	98.9
COc1cc(/C=C/C(=O)NCC(=O)NN=C(C)C)cc(OC)c1OC	96.0
CC(=O)c1cc(C(=O)c2ccccc2)n2c(C)cccc12	101.2
CCC/C(C)=N/Nc1ccc([N+](=O)[O-])cc1[N+](=O)[O-]	96.0
CC(C)Cc1csc(=S)[nH]1	78.4
Cc1ccc(-n2nnnc2-c2cccnc2)cc1	130.5
CC(=O)C1CC(CC(=O)O)C1(C)C (stereo not drawn)	80.6&89.9
CCCCCCNC(=O)Oc1ccc(/C(=C(/C)Cc2ccc(OC)cc2)c2ccc(OCCN3CCCCCC3)cc2)cc1	80.2
COc1ccc(/C=C\c2cc(OC)c(OC)c(OC)c2)c(NS(=O)(=O)c2ccc(C)cc2)c1O	9.2*
Nc1c(C(=O)NCc2ccccc2)sc2nc3c(cc12)C(=O)CCC3	119.8
COc1ccc(-c2cc(-c3cc(C(=O)c4ccc(Br)cc4)n4cc(C)cc(C)c34)nc(N)c2C#N)cc1OC	107.3
COc1cc(-c2c(C#N)c(N)n(-c3cc(C)ccn3)c(=O)c2C#N)cc(OC)c1OC	93.0
Cc1ccc(-c2cc(-c3ccc(C)cc3)nc(N3CCN(CCNc4ccnc5cc(Cl)ccc45)CC3)n2)cc1	0.1*
